# Screening results (PubChem BioAssay)
# CHT block: inhibits the human high affinity choline transporter | CHT-expressing cells, membrane potential dye, choline response; active compounds read low | actives 0.86% (n = 310,000) | B-score at 10 µM;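 active = B-score over 3 SD under the library average, and starting fluorescence ratio not unusually high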;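 also: choline stimulus applied at its EC90 after an EC20 pre-addition; B-score computed on integrated fluorescence ratio after choline addition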
# Kir21 inh: blocks the mouse Kir2.1 inward-rectifier potassium channel. P35561. HEK293-Kir2.1, FluxOR thallium flux fluorescence; active compounds read low. B-score at 10 µM. actives 0.85% (n = 310,000);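 active = fluorescence ratio B-score at or below minus 3 SD of library scores, with starting-brightness B-score within 2 SD, cut at about -4.2 in these data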;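 also: channel flux triggered by added potassium and thallium sulfate stimulus; B-score of peak minus minimum fluorescence over baseline after thallium stimulus; more negative B-score means stronger Kir2.1 block with less thallium influx; some compounds called inactive have numbers as strong as hits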
# KCNQ2 inh: KCNQ2 potassium channel inhibitors, primary screen, cell-based, CHO-K1, FluxOR thallium flux, B-score (AID 2156). O88943. 20 min; active compounds read low. B-score at 10 µM. actives 1.1% (n = 310,000);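 active = fluorescence ratio B-score at most minus 3 library SDs, with starting brightness B-score within 2 library SDs, cut at about -5.5 in these data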
# Target sequence (O88943 whole entry, looked up): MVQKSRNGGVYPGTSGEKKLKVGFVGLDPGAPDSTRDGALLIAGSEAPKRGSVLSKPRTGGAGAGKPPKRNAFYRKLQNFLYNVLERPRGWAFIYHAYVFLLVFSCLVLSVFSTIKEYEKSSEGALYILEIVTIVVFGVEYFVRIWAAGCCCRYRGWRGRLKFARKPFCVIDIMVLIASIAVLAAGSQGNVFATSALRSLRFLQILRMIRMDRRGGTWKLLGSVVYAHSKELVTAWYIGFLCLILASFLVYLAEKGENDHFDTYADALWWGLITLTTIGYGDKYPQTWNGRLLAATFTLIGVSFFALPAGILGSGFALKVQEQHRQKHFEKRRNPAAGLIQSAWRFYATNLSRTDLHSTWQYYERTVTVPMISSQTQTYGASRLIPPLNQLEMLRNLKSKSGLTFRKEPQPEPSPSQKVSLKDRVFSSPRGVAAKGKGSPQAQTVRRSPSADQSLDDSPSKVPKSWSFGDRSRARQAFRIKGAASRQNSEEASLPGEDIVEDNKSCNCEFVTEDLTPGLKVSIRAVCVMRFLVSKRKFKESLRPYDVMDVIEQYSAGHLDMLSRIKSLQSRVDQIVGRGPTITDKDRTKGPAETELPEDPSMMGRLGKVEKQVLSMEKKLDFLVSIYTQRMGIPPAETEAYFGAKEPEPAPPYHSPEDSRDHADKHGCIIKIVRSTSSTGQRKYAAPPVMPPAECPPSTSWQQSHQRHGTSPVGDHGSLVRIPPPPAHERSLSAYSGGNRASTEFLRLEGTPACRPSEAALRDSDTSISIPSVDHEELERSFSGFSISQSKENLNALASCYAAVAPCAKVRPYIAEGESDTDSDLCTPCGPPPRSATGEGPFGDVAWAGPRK
# The depositor's hits bear a star; i = inactive; & = joins results of further samples.
molecule | CHT block | Kir21 inh | KCNQ2 inh
COc1ccc(NC(=O)c2cc(-c3ccc4c(c3)OCO4)on2)cc1OC | i | 0.06 | i
O=c1cc(C(F)(F)C(F)F)oc2ccccc12 | i | -1.2 | i
COc1ccccc1N1CCN(C(=O)C2CCN(C(=O)c3cccc(Cl)c3)CC2)CC1 | i | -0.53 | i
Cc1cc(C)c(/C=N/n2c(C)cc(C)c(C#N)c2=O)c(C)c1 | i | 0.13 | i
O=C(Cc1ccccc1)Nc1ccc(NC(=O)C2CC2)nc1 | i | -0.35 | i
C[C@@]12C(=O)N(CC3CC3)CC(=O)N1[C@H](C1CC1)[C@@H]1C(=O)N(c3ccccc3)C(=O)[C@@H]12 | i | -1.4 | i
O=C(Nc1ccc2c(c1)OCO2)C1Cc2ccccc2CN1S(=O)(=O)c1cccs1 (stereo not given) | i | -1.1 | i
COc1cc(C(=O)Nc2cc(C)ccn2)ccc1OCC(=O)N1CCOCC1 | i | 0.18 | i
O=C(CCCCn1c(=O)c2ccccc2n(CC(=O)Nc2ccc(F)cc2)c1=O)NCc1ccco1 | i | 1.2 | i
CNC(=O)/C(C#N)=C\c1ccc(CNS(=O)(=O)c2ccc(Cl)cc2)o1 | i | 0.31 | i
O=C(Cn1cnc2ccccc21)Nc1cc(C(F)(F)F)ccc1N1CCOCC1 | i | 0.23 | i
Cc1cc(C(F)F)nn1CC(=O)NCc1ccccc1F | i | 0.71 | i
CC(c1nnc(SCC(=O)N2CC(=O)Nc3ccccc32)n1Cc1ccccc1)N(C)C (stereo not given) | i | -1.1 | i
COc1cccc(N2CC(C(=O)Nc3nnc(SCC(=O)c4ccccc4)s3)CC2=O)c1 (stereo not given) | i | -2.1 | i
Cc1ccc(C(=O)COC(=O)c2cc(Cl)nc3ccccc23)cc1 | i | 0.54 | i
Cc1ccc(CSCC(=O)N/N=C/c2cccc(OC3CSC3)c2)cc1 | i | -0.62 | i
CN1CCN(C(=O)C2CCCN(S(=O)(=O)c3ccc(Br)cc3)C2)CC1 (stereo not given) | i | 0.3 | i
CC(=O)C(C(C)=O)C(NC(=O)c1cccnc1)(C(F)(F)F)C(F)(F)F | i | -0.25 | i
COC(c1ccccc1)c1nnc(CCC(=O)N2CCN(C3CCCC3)CC2)o1 (stereo not given) | i | -0.76 | i
c1ccc2c(c1)Cc1cc(CN3CCOCC3)ccc1-2 | i | -0.69 | i
CCn1nc(C)c(CN2CCC(n3nccc3NC(=O)c3ccccc3OC)CC2)c1C | i | 0.31 | i
CC(=O)Nc1ccc(NC(=O)C(C)OC(=O)/C=C/c2ccc3c(c2)OCO3)cc1 (stereo not given) | i | 0.16 | i
CCN(CC(=O)Nc1ccc(NC(C)=O)cc1)C(=O)/C=C/c1cn(-c2ccccc2)nc1-c1ccc(F)cc1 | i | -0.94 | i
CSCCC1C(C#N)=C(N)Oc2n[nH]c(-c3cccs3)c21 (stereo not given) | i | -2.1 | i
Cc1cccc(NC(=O)CN(C)S(=O)(=O)c2ccc(-c3ccc(=O)[nH]n3)s2)c1C | -6.3* | 0.18 | i
S=C1NC(C23CC4CC(CC(C4)C2)C3)=CC(c2ccc3c(c2)OCO3)N1 (stereo not given) | i | -0.06 | i
Cc1cc(C)c2c3c(sc2n1)C(=O)N(Cc1ccccc1)CC(=O)N3 | i | -0.03 | i
COc1cc(/C=N/NC(=O)C(=O)NCc2ccco2)ccc1O | i | -0.29 | i
C=C1CC(C(=O)N/N=C/c2ccccc2)C1 | i | 0.29 | i
CNC(=O)CN(C1CCCCC1)S(=O)(=O)c1ccc(OC)c(Cl)c1 | i | -1.5 | i
C=CCn1c(=O)c2ccccc2n2c(SCc3nc(N)nc(Nc4ccccc4C)n3)nnc12 | i | -1.4 | i
Cc1ccc(C)c(N(C)C(=O)CCS(=O)(=O)c2cccc3nonc23)c1 | i | -0.75 | i
O=C(NCC(=O)N1CCCC(C(F)(F)F)C1)c1ccc(Br)o1 (stereo not given) | i | 1.6 | i
Nc1nc(SCC(=O)C23CC4CC(CC(C4)C2)C3)n[nH]1 | i | 1.4 | i
CCOC(=O)c1cc(CC)sc1NC(=O)COC(=O)c1cnccn1 | i | 0.12 | i
CC(C)(C)OC(=O)NCCCCCc1nnc(SCc2cccc(F)c2)o1 | i | -1.3 | i
COc1cccc(CN(C)CC2CCCN(CCc3ccc(Cl)cc3)C2)c1OC (stereo not given) | i | -8.2* | i
CCOc1ccc(-n2cc(-c3ccccc3)c3c(=S)nc[nH]c32)cc1 | i | 0.67 | i
COc1cccc(NC(=O)c2ccc3c(O)c(S(=O)(=O)c4ccccc4)c(=O)[nH]c3c2)c1 | i | -0.13 | i
CC(C)CCN=Cc1c(O)n(-c2ccccc2)c(=O)c2ccccc12 | i | 2.6 | i
Cc1nn(C)c(C)c1NC(=S)Nc1ccc(S(=O)(=O)Nc2ncccn2)cc1 | i | -1.4 | i
O=C(CN1CCCC1=O)NC1(C(F)(F)F)NC(=O)N(Cc2ccccc2)C1=O (stereo not given) | i | -0.73 | i
CC(C)=CCc1c(-c2ccc(O)cc2O)oc2cc3c(c(O)c2c1=O)C=CC(C)(C)O3 | i | 0.19 | i
Cc1ccc(-n2nnnc2SCC(=O)N2CCc3ccccc3C2)c(C)c1 | i | -0.97 | i
CCN(CC(=O)NCc1ccc(Cl)cc1)C(=O)c1cc(OC)cc(OC)c1 | i | -2.3 | i
O=C(c1ccco1)N1CCN(Cc2cc(=O)c(OCc3c(F)cccc3Cl)co2)CC1 | i | -0.31 | i
Cc1cc(NC(=O)CSc2nnc(-c3cccs3)n2N)no1 | i | -2.2 | i
CNC(=O)c1ccsc1NC(=O)c1ccc(S(=O)(=O)N2CCc3ccccc32)cc1 | i | 0.51 | i
CCn1c2ccccc2c2cc(NC(=O)c3ccco3)ccc21 | i | 0.23 | i
O=C(C1CC1)N1N=C(C2CCCCC2)CC1(O)C(F)(F)F (stereo not given) | i | -0.53 | i

# Part of the list above, reduced to CHT block:
molecule,CHT block
CCOc1ccc(-n2cc(-c3ccccc3)c3c(=S)nc[nH]c32)cc1,i
COc1cccc(NC(=O)c2ccc3c(O)c(S(=O)(=O)c4ccccc4)c(=O)[nH]c3c2)c1,i
CC(C)CCN=Cc1c(O)n(-c2ccccc2)c(=O)c2ccccc12,i

# (more compounds)
SMILES,CHT block,Kir21 inh,KCNQ2 inh
COc1cccc(CN(C(=O)c2ccccc2Br)C2CCS(=O)(=O)C2)c1 (stereo not given),i,1.3,i
O=C1C(C2=NC(c3ccccn3)C3C(=O)N(c4ccc(OC(F)(F)F)cc4)C(=O)C23)=C(O)c2ccccc21 (stereo not given),i,-1.1,i
CCN(C(=O)CSc1nnc(-c2c[nH]c3ccccc23)o1)C1CCS(=O)(=O)C1 (stereo not given),i,1.1,i
COc1ccc(CN2C(=O)C(=O)N(CC(N)=O)C2=O)cc1,i,0.66,i
Cc1cc(-c2ccccc2)nc(N/N=C/c2cccnc2)n1,i,-0.32,i
Cc1ccc2c(c1)/C(=C/c1ccccc1C)C(=O)N2,i,0.75,i
CC(C)c1ccc(NC(=O)C(c2ccccc2)N(Cc2ccco2)C(=O)CC2NC(=O)NC2=O)cc1 (stereo not given),i,0.28,i
COC(=O)c1sc(S(=O)(=O)NCCCN(C)C)c(C(=O)OC)c1C,i,0.48,i
CC(CCn1cccn1)NC(=O)CCc1nnc(CCc2ccccc2)o1 (stereo not given),i,-2.8,i
CCn1c(=O)c2cc(C(=O)N(C)c3cc(C)ccc3OC)sc2c2ccccc21,i,-0.93,-6.4*
Cc1oc(S(=O)(=O)N(C)C)cc1C(=O)Nc1ccc(F)cc1,i,-0.01,i
CN(C)S(=O)(=O)c1cccc(NC(=O)CN2C(=O)NC(Cc3c[nH]c4ccccc34)C2=O)c1 (stereo not given),i,-0.25,i
Cc1ccccc1OCCC(=O)N1CCN(S(=O)(=O)c2ccc(F)cc2)CC1,i,-3.5,i
COc1ccc(CCC(C)NCc2ccc(C(F)(F)F)cc2)cc1 (stereo not given),i,-2.7,i
Cc1cccc(C)c1NC(=S)N(Cc1cccnc1)Cc1ccccc1Cl,i,0.34,i
COc1ccc(OC)c(NC(=O)CCN2CCC(C)CC2)c1,i,-1.4,i
CC(C)CCNC(=O)CCSCCC(=O)NCCC(C)C,i,0.18,i
COc1ccccc1CNC(=O)c1ccc(NC2=NC3CS(=O)(=O)CC3S2)cc1 (stereo not given),i,-0.03,i
CC(C)c1nnc(NC(=O)COc2ccc3c(c2)OCO3)s1,i,0.04,i
CCOC(=O)N1CCN(Cc2ccc(OCC(O)CN3CCCCC3)cc2)CC1 (stereo not given),i,0.5,i
CCOC(=O)N1CCN(C(=O)Cn2nc(C)n3nc(-c4ccc(OC)cc4)cc3c2=O)CC1,i,0.42,i
CCn1c(SCc2cc(=O)n3ccsc3n2)nc2ccccc21,i,-0.14,i
O=C(CCNC(=O)c1ccc(Br)cc1)Nc1ccccc1N1CCCC1,i,-0.13,i
O=C(c1ccc(Cl)c([N+](=O)[O-])c1)N(Cc1ccco1)C1CCS(=O)(=O)C1 (stereo not given),i,0.47,i
CCOC(CNC(=O)c1ccc2nc(N3CCC(C)CC3)sc2c1)OCC,i,0.53,i
O=C(O)c1ccccc1-c1ccccc1C(=O)Nc1ccc(-c2nc3cc(Cl)ccc3o2)cc1,-7.5*,-0.03,i
CCOC(=O)CN1C(=O)C(=O)N(Cc2c(C)cc(C)cc2C)C1=O,i,0.53,i
CCOCCCNC(=O)Cc1ccc(F)cc1,i,0.66,i
CSCC[C@H](N)C(=O)N1CCC(C(=O)N[C@H](C)C(=O)Nc2ccc(C(C)C)cc2)CC1,i,0.94,i
COc1ccc(C(=O)c2c[nH]c(C(=O)NCC3CCCO3)c2)cc1 (stereo not given),i,-1.2,i
Cc1cc(C2=NNC(=NCCc3ccccc3)SC2)c(C)n1-c1c(C)n(C)n(-c2ccccc2)c1=O,i,-1.8,i
COc1ccc(-c2nnn(CC(=O)c3ccccc3)n2)cc1OC,i,-0.32,i
CCCNC(=O)COC(=O)/C(C#N)=C/c1cc(C)n(CCC)c1C,i,0.15,i
COc1cc(CCCN2C(N)=NC[C@@H]2Cc2ccc(O)cc2)cc(OC)c1OC,i,-3.1,i
CSc1ccccc1C(=O)Nc1cccc(C(C)O)c1 (stereo not given),i,-2.1,i
CCOC(=O)C(=O)N=Nc1c(O)n(C)c2ccccc12,i,0.79,i
CC(=O)/C=C(/C)NC(Cc1c[nH]c2ccccc12)C(=O)O (stereo not given),i,0.12&-0.41,i
CCn1cnc2sc(C(=O)N3CCN(c4ccc(OC)cc4)CC3)c(C)c2c1=O,i,1.2,i
Cn1nc(C(=O)NCc2ccccn2)c2ccccc2c1=O,i,-0.22,i
CC(Sc1nncs1)C(=O)Nc1ccc(Cl)cn1 (stereo not given),i,0.15,i

# Ordered by value in Kir21 inh (falling): some entries from above.
smiles | CHT block | Kir21 inh | KCNQ2 inh
CCOCCCNC(=O)Cc1ccc(F)cc1 | i | 0.66 | i
CCOC(=O)CN1C(=O)C(=O)N(Cc2c(C)cc(C)cc2C)C1=O | i | 0.53 | i
Cn1nc(C(=O)NCc2ccccn2)c2ccccc2c1=O | i | -0.22 | i
COc1cc(CCCN2C(N)=NC[C@@H]2Cc2ccc(O)cc2)cc(OC)c1OC | i | -3.1 | i

# Further compounds.
SMILES,CHT block,Kir21 inh,KCNQ2 inh
COc1cccc(NC(=O)C(=O)c2cn(CC(=O)N3CCOCC3)c3ccccc23)c1,i,1.9,i
COc1ccccc1N(CN1CCCC1=O)C(=O)c1c(F)cccc1F,i,0.17,i
O=[N+]([O-])c1cccc(Cl)c1N1CCOCC1,i,0.56,i
O=C(N/N=C/c1ccc(N2CCOCC2)cc1)c1cccs1,i,-0.81,i
CCCCC(CC)CNC(=O)c1ccc2c(c1)OCO2 (stereo not given),i,-1.1,-7*
CC(=O)N(C)c1ccc(NC(=O)c2ccc([N+](=O)[O-])cc2Cl)cc1,i,0.02,i
Nc1nnnn1N=C1CCCCC1,i,-0.72,i
COc1ccc(NC(=O)c2ccc(CNS(=O)(=O)c3cccc(OC)c3)cc2)cc1,i,-0.03,i
CS(=O)(=O)N(CC(=O)NCCSc1ccc(Cl)cc1)c1ccc2c(c1)OCO2,i,1.9,i
CCOC(=O)c1c(-c2ccc(F)cc2)csc1NC(=O)CCN1C(=O)c2ccccc2C1=O,i,0.28,i
CN1CCN(S(=O)(=O)c2cccc(C(=O)Oc3ccc(C(C)(C)C)cc3)c2)CC1,i,-0.74,i
COc1ccc(OC)c(S(=O)(=O)N2CCN(C(=O)CCc3ccccc3)CC2)c1,i,0,i
CCCCCCC#Cc1cncc(C(=O)NNC(=O)Nc2cc(Cl)cc(Cl)c2)c1,i,0.67,i
Cc1ccccc1NC(=O)c1cccc(N2C(=O)C3C4CC(C(Br)C4Br)C3C2=O)c1 (stereo not given),i,-0.18,i
CC(O)CNc1nc2c(c(=O)n(C)c(=O)n2C)n1Cc1cccc(Br)c1 (stereo not given),i,0.44,i

# Pulled by structure from above, 2 records:
SMILES,CHT block,Kir21 inh,KCNQ2 inh
CN(C)S(=O)(=O)c1cccc(NC(=O)CN2C(=O)NC(Cc3c[nH]c4ccccc34)C2=O)c1 (stereo not given),i,-0.25,i
CN1CCN(S(=O)(=O)c2cccc(C(=O)Oc3ccc(C(C)(C)C)cc3)c2)CC1,i,-0.74,i
